PI5P4K alpha inh: PI5P4K alpha (human) kinase inhibition. P48426. PI5P4Kalpha enzyme, ADP-Glo luminescence, 60 min; hits give low values. max response, %. 330,000 compounds, 1.2% hits; active means max response of -50% or lower; inconclusive means between -30% and -50%; inactive means -30% or higher; further: value at the top dose of about 77 µM; on the % scale 0 is the no-effect control and ±100 the full control effect
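Quantitative HTS of the MLSMR library against PI5P4Kalpha with substrate. ATP added last at 5 microM final; room temperature, 60 minutes. Remaining ATP depleted, ADP converted and read as luminescence.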
WRN helicase inh: blocks human WRN helicase; WRN helicase unwinding, fluorescent forked duplex, kinetic; Potency, µM (titrated, usually from 114 µM), without a hit: at the highest dose activity change, negative = inhibition, usual class: inhibitors; 360,000 compounds, 0.46% hits; AID 651768; further: potency means the concentration at half of the fitted maximal effect; on the % scale 0 is the no-effect control and ±100 the full control effect; nearly all actives have a fitted effect of over 55% in size
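Primary qHTS, 1536-well format. 20 nM WRN + compound, 15 min RT; start with 100 nM forked fluorophore/quencher duplex, 2 mM ATP (final); kinetic read ex 525/em 598 nm.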
PLK1 PBD inh: blocks phosphopeptide binding to human PLK1 polo-box domain. Potency, µM, for inactives: max response, negative = inhibition, actives largely listed as inhibitors. Plk1 PBD binding of FITC phosphopeptide, fluorescence polarization. 360,000 compounds, 2.8% hits. P53350. AID 720504; further: potency means the concentration at half of the fitted maximal effect; series mostly up to about 57 µM; on the % scale 0 is the no-effect control and ±100 the full control effect; nearly all actives have a fitted effect of over 65% in size
IL-2 act: activators of IL-2; IL-2 activation reporter assay, cell-based qHTS; stimulated with anti-CD3/CD4/CD28 beads; in transgenic mouse T cells; activation, % (series mostly up to about 46 µM); 360,000 compounds, 0.065% hits; in the data active means activation above about 50%; inconclusive means mostly about 30% to 49%; further: 0% is about no effect
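Using fluorescent plate cytometry, EGFP and DsRed are detected in transgenic mouse T cells stimulated 18 h at 37 degrees C with antibody-coated beads after 60 min compound pretreatment.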
EPAC2 ag: EPAC2 (human) agonism; Q8WZA2; EPAC2 activation, biochemical qHTS; response scale: 100% = 6.5 mM cAMP response; Potency, µM (top dose mostly 154 µM), for the others: at the top dose activation, hits mostly activators; 360,000 compounds, 0.079% hits; AID 720711; further: potency means the concentration at half of the fitted maximal effect; nearly all actives have a fitted effect of over 50% in size
Target sequence (Q8WZA2 whole entry, looked up): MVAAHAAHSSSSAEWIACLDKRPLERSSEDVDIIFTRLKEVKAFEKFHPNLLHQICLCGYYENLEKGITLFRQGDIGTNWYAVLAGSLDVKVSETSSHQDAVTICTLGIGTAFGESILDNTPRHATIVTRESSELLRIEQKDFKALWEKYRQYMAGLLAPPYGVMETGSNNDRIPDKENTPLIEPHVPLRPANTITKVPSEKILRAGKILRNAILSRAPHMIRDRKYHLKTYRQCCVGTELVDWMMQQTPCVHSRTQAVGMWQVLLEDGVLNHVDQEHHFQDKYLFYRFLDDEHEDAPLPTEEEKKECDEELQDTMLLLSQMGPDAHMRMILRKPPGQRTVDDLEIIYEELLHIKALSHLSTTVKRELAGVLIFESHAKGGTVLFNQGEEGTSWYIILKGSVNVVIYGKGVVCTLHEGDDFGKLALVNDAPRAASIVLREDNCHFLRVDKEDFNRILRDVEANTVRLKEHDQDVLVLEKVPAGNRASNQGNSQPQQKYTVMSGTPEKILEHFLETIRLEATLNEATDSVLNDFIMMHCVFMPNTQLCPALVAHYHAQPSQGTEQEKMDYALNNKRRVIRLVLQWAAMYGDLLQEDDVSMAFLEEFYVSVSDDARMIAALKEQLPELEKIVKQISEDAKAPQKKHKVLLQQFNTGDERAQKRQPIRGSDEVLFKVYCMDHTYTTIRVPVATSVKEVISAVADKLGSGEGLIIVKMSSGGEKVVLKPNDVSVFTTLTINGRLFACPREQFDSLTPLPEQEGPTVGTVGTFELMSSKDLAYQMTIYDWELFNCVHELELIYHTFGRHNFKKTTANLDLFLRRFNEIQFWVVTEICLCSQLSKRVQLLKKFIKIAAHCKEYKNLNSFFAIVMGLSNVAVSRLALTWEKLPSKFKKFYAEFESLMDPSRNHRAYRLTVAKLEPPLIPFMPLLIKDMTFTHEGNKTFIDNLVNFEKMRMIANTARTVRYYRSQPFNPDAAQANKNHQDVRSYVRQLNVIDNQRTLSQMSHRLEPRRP
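Compounds were titrated in qHTS against a Rap1B-BODIPY-GDP (250 nM) complex with EPAC2 (100 nM) and GDP (50 uM). BODIPY-GDP release tracked at 480/540 nm over 30 min at room temperature, normalized to 6.5 mM cAMP.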
EPAC1 antagonist: EPAC1 (human) antagonism. Potency, µM (series often up to 115 µM), without a hit: top-dose activity change, negative = inhibition, most hits filed as inhibitors. AID 720709. O95398. 360,000 compounds, 0.14% hits. EPAC1 GEF assay, Rap1b-BODIPY-GDP exchange fluorescence;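 further: potency means the concentration at half of the fitted maximal effect; plate controls were vehicle for no effect and positive control for full effect; nearly all actives have a fitted effect of over 50% in size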
EPAC1 ag: agonists of human EPAC1; Potency, µM (highest dose often 154 µM), inactives show at the highest dose activation, hits mostly activators; O95398; EPAC1 agonist qHTS, biochemical assay; response scale: 100% = response to 6.5 mM cAMP; 360,000 compounds, 0.073% hits; further: potency means the concentration at half of the fitted maximal effect; nearly all actives have a fitted effect of over 60% in size
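Compounds were pinned as a concentration titration into mixtures of EPAC1 (100 nM), BODIPY-GDP-loaded Rap1B (250 nM) and GDP (50 uM). After 5 min at room temperature, fluorescence was followed for 30 min; activity was scaled to 6.5 mM cAMP.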
CCT modulator: changes cytosolic chaperonin activity | purified chaperonin ATPase assay, HTRF ADP detection, 30 min | activity change, % (concentration not given with the values), hits read low | 360,000 compounds, 0.3% hits | AID 651819; in the data active means activity change below about -30%; further: on the % scale 0 is the no-effect control and ±100 the full control effect
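TRiC (40 or 20 nM final, by batch activity) in 30 mM Tris pH 7.4, 100 mM KCl, 5 mM MgCl2, 1 mM DTT was treated with compound at 76 uM single dose, then 10 uM ATP, 30 min at 37 °C. ADP was read by HTRF Transcreener.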
Starred values were filed as active, the others as inactive; ? = inconclusive; nt = not tested or not shown; [ ] = remark or other dose. Unless noted, the call rests on the fitted dose curve; in most records, active means well fitted curve in the direction sought with a large enough effect; inconclusive means small, poorly fitted or top-dose-only effect, or another doubt; inactive means no such curve, though single readings can be large; an effect the other way counts as inactive or inconclusive. Some of the compounds tested; count on the stated rates, not on these rows.

Order of values: PI5P4K alpha inh	WRN helicase inh	PLK1 PBD inh	IL-2 act	EPAC2 ag	EPAC1 antagonist	EPAC1 ag	CCT modulator
- Cc1ccc(S(=O)(=O)N2CCC(=O)N(CCOCc3ccc(C(F)(F)F)cc3)CC2)cc1
  0.1	-8.3%	-8.3%	-3.1	-3.1%	-19.7%	-32.1%[inhibitor]	-0.4
- CCOC(=O)C1=c2s/c(=C\c3ccncc3)c(=O)n2C(N)=C(C(=O)OC)C1c1ccncc1 (configuration not stated)
  -0.9	-4.7%	-20.7%	0.1	-6.0%	-23.3%	-0.1%	-2.2
- COCCOc1cc(NC(=O)c2sccc2Oc2ccc([N+](=O)[O-])cc2F)c(Cl)cc1Cl
  -1.6	-6.4%	-3.7%	1.1	5.0%	0.7%	8.3%	-5.9
- Clc1ncc(Cn2cccn2)s1
  -2.0	-3.2%	5.9%	-0.7	1.7%	-10.5%	-6.0%	0.4
- CCCCNC(=O)C1CCN(c2nc(C)cc(C)n2)CC1
  -5.3	0.7%	-10.8%	0.7	3.7%	-31.3%	10.1%	0.1
- CCn1c(=N)n(CC(=O)c2ccc(OC)c(OC)c2)c2ccccc21
  nt	-15.5%	-7.9%	-3.0	7.2%	9.6%	2.5%	-0.2
- CC(C)(C)c1cc(C(=O)Nc2cccnc2)cc(C(=O)Nc2cccnc2)c1
  3.5	0.8%	?	-4.8	13.7%	14.8%	3.2%	-0.5
- CCCCn1c(N)c(N(CC(C)C)C(=O)c2ccc(N(C)S(=O)(=O)c3ccc(C)cc3)cc2)c(=O)[nH]c1=O
  0.1	4.8%	-2.1%	0.2	-16.6%	3.9%	-1.0%	0.8
- COc1ccc(CC(=O)Nc2c3c(nn2-c2cccc(C)c2C)CS(=O)(=O)C3)cc1
  nt	-2.6%	-1.3%	0.6	0.9%	-0.4%	-8.0%	1.8
- Cc1ccc(-c2nc(CSCC(=O)NCc3cccnc3)c(C)o2)cc1
  -1.8	-5.9%	-5.6%	-1.5	-5.8%	-29.0%	-0.9%	-0.1
- CCOc1ccc2nc(SCC(=O)N3CCCCCC3)c(C#N)cc2c1
  0.5	-20.8%	3.6%	-0.8	5.1%	7.6%	-0.9%	2.0
- COc1ccc(N(CC(=O)NN=C2CCN(C)CC2)S(=O)(=O)c2ccc(NC(C)=O)cc2)cc1
  -0.2	5.1%	4.0%	1.6	-3.5%	7.9%	-0.1%	1.8
- COC(=O)[C@H](CCSC)NC(=O)Nc1ccc(C(C)=O)cc1
  nt	2.9%	-3.3%	-1.7	2.0%	-2.1%	-3.8%	0.0
- CC(C)n1c(O)c(N=NC(=O)c2ccccc2NS(=O)(=O)c2cccs2)c2ccccc21
  -28.4	2.1%	16.8µM*	-0.8	1.0%	12.1%	-0.4%	-4.3
- C=CCSc1nc(C)c(CCC(C)C)c(=O)[nH]1
  -15.8	-2.3%	26.7µM*	0.8	-2.2%	-29.9%	-9.1%	-0.6
- Nc1n[nH]c(N)c1N=Nc1cccc(C(F)(F)F)c1
  -1.8	-0.6%	6.0%	-2.3	-4.1%	2.8%	-3.4%	-1.1
- COc1ccccc1N1CCN(CCN2C(=O)CC(=C3c4ccccc4-c4ccccc43)C2=O)CC1
  -3.7	-12.3%	-6.9%	-1.5	2.4%	-2.5%	-0.9%	0.0
- CCCc1cc(CNC(=O)C2CCC(=O)N(Cc3ccccc3OC)C2)on1 (configuration not stated)
  4.2	-0.1%	-3.0%	-0.3	1.4%	1.0%	-6.4%	0.5
- NS(=O)(=O)c1ccc(NC(=S)N2CCCC2)cc1
  -1.0	3.8%	-13.8%	-0.1	3.2%	-7.2%	-0.8%	-0.7
- COc1ccccc1N1CCN(C(=O)c2cccc(S(=O)(=O)N3c4ccccc4CC3C)c2)CC1 (configuration not stated)
  10.6	?	-13.4%	-2.6	17.4%	?	16.4%	-4.3

The list continues:
Compound | PI5P4K alpha inh | WRN helicase inh | PLK1 PBD inh | IL-2 act | EPAC2 ag | EPAC1 antagonist | EPAC1 ag | CCT modulator
COc1ccc(NC(=O)C2Cc3c(-c4ccccc4Oc4ccccc4)ccnc3O2)cn1 (configuration not stated) | -0.1 | -10.5% | -6.8% | 1.4 | 8.4% | -11.4% | -0.9% | -3.1
Cc1ccc(-c2nc3ccccc3n3nnnc23)cc1 | 0.8 | 5.4% | -7.8% | 1.0 | -11.3% | -6.5% | 14.2% | -3.8
CCc1nc(-n2[nH]c(=O)c3ccccc3c2=O)c2c3c(sc2n1)CCCC3 | 2.9 | 4.9% | 0.4% | -0.7 | -12.6% | 6.2% | -5.1% | 0.1
CCC(C(=O)NCC1CCCO1)n1nc(C)c2sc3ccccc3c2c1=O (configuration not stated) | -4.1 | 4.4% | -0.9% | -3.7 | 0.7% | 25.2% | 9.6% | -0.4
Cn1cc(CC(=O)NCc2ccc(F)cc2)c2ccccc21 | -1.0 | -0.4% | 5.5% | -4.2 | 0.7% | -7.0% | -10.3% | 2.4
CC(=O)Nc1cccc2ncccc12 | -3.1 | -20.7%[57.1 µM] | 2.0% | -0.4 | 11.2% | 8.8% | 4.4% | -0.6
Nn1c(SCC(=O)NCCC2=CCCCC2)nnc1-c1cccnc1 | -8.7 | -7.7% | -4.8% | 5.4 | -8.5% | 2.9% | -13.5% | -0.6
CCN1CCN(CCCNC(=O)c2csc3c2CCCCC3)CC1 | nt | -3.7% | -7.7% | -2.3 | 9.3% | -18.7% | 6.4% | -0.4
CCCC(=O)N1CCN(c2ccc([N+](=O)[O-])c(NC(C)c3ccccc3)c2)CC1 (configuration not stated) | 0.7 | -3.5% | -4.9% | -0.3 | 6.2% | -4.2% | 1.7% | 0.2
Cc1cccc(N2C(=O)c3cccc4c(N)ccc(c34)C2=O)c1 | -0.2 | -18.6%[57.1 µM] | 3.77µM* | ? | 100µM* | 292.2%[activator] | 89.1µM* | 2.1
O=C(CSc1ccc2nnc(-c3ccccn3)n2n1)N1CCN(c2ccccc2)CC1 | 2.9 | 1.0% | ? | -3.2 | -1.0% | -18.0% | -19.1% | 1.7
COc1ccc(CC(=O)NCC2(c3ccc(OC)c(OC)c3)CCOCC2)cc1 | -6.0 | -6.4% | 1.1% | -0.7 | 1.0% | -6.2% | 1.8% | -3.8
COc1ccc(C(=O)ON=C2CCN(C)CC2)cc1 | -6.6 | 2.9% | 0.1% | 2.9 | 11.5% | 3.0% | -0.1% | -19.4
COc1ccc(NC(=O)c2cc(NC(=O)C3CCCCC3C(=O)O)ccc2N2CCOCC2)cc1 (configuration not stated) | -15.0 | -7.9% | -1.5% | 1.7 | 7.0% | -14.4% | 5.9% | 0.9
COC(=O)c1c(N)sc(Cc2ccccc2)c1C | 5.6 | 1.7% | -9.6% | -2.6 | -4.3% | 0.6% | -7.4% | -4.4
COc1ccc(C2NC(=O)NC(O)(C(F)(F)F)C2C(=O)c2ccc(F)cc2)cc1 (configuration not stated) | 9.0 | 0.9% | -3.2% | 1.1 | -1.8% | 2.8% | -2.3% | -0.6
COc1ccc(C2CC2C(=O)c2ccccn2)cc1 (configuration not stated) | 1.1 | -0.2% | -2.0% | -1.6 | 2.3% | -3.9% | 6.9% | 0.1
COc1ccccc1CC(=O)NN1C(=O)NC2(CCC(C)CC2)C1=O (configuration not stated) | 10.4 | -2.9% | 1.1% | 1.1 | 0.3% | 7.0% | 1.7% | -3.6
COc1cc(Cl)cc2c1Sc1ccccc1/C2=C/CCN(C)C | 7.0 | 10.4%[57.1 µM] | -14.5% | -2.6 | 10.7% | -1.6% | 0.4% | 0.0
CCOC(=O)C1=C(Nc2ccc(OC)cc2)OCC1=O | 0.9 | -10.5% | -1.6% | 2.7 | 8.6% | -13.6% | -1.5% | 1.0

Continued (three carried over from the part before).
Compound | PI5P4K alpha inh | WRN helicase inh | PLK1 PBD inh | IL-2 act | EPAC2 ag | EPAC1 antagonist | EPAC1 ag | CCT modulator
COc1ccccc1CC(=O)NN1C(=O)NC2(CCC(C)CC2)C1=O (configuration not stated) | 10.4 | -2.9% | 1.1% | 1.1 | 0.3% | 7.0% | 1.7% | -3.6
COc1cc(Cl)cc2c1Sc1ccccc1/C2=C/CCN(C)C | 7.0 | 10.4%[57.1 µM] | -14.5% | -2.6 | 10.7% | -1.6% | 0.4% | 0.0
CCOC(=O)C1=C(Nc2ccc(OC)cc2)OCC1=O | 0.9 | -10.5% | -1.6% | 2.7 | 8.6% | -13.6% | -1.5% | 1.0
CN1C[C@@H](CO)O[C@@H](n2cnc3c(N4CCOCC4)ncnc32)C1 | 0.0 | -0.3% | -13.3% | 1.3 | 6.6% | -1.8% | -16.2% | 1.6
Nc1ccc(Oc2ccc3nc(-c4ccccc4)c(-c4ccccc4)nc3c2)cc1 | 68.5 | -31.6%[57.1 µM] | -9.0% | 1.3 | 3.3% | 5.3% | -0.6% | -6.6
Cc1ccc(S(=O)(=O)C2(S(=O)(=O)c3ccc(C)cc3)CC2)cc1 | 0.5 | 4.7% | -1.4% | -3.0 | 4.7% | -18.1% | 2.0% | 0.3
O=C1c2cccc3cccc(c23)C(c2nc3ccccc3[nH]2)N1C1CC1 (configuration not stated) | -1.7 | 6.6% | -14.0% | 0.5 | 10.4% | -6.7% | -12.4% | -0.7
O=C1NC(=S)NC1=Cc1ccco1 | -93.2* | -118.1% | 23.8µM* | 0.1 | 1.1% | -25.8% | 16.5% | 0.2
C#CCNC(=O)C[C@@H]1C[C@@]2(C(=O)OC)CCCCC=C2N(CCC2=CCCCC2)C1=O | 3.5 | 3.2% | -6.2% | 1.2 | 9.9% | 2.6% | -0.4% | -0.2
O=C(c1ccco1)N1CCN(C(c2cccs2)c2nnnn2C2CCCCC2)CC1 (configuration not stated) | nt | -6.0%[57.1 µM] | -10.2% | -2.0 | 11.8% | 14.5% | -6.1% | 1.2

Three compounds from above, arranged by their value in PLK1 PBD inh, ascending:
mol | PI5P4K alpha inh | WRN helicase inh | PLK1 PBD inh | IL-2 act | EPAC1 antagonist | EPAC1 ag | CCT modulator
Cc1cccc(N2C(=O)c3cccc4c(N)ccc(c34)C2=O)c1 | -0.2 | -18.6%[57.1 µM] | 3.77µM* | ? | 292.2%[activator] | 89.1µM* | 2.1
CC(C)n1c(O)c(N=NC(=O)c2ccccc2NS(=O)(=O)c2cccs2)c2ccccc21 | -28.4 | 2.1% | 16.8µM* | -0.8 | 12.1% | -0.4% | -4.3
O=C1NC(=S)NC1=Cc1ccco1 | -93.2* | -118.1% | 23.8µM* | 0.1 | -25.8% | 16.5% | 0.2
